Source: PubChem BioAssay (several laboratories)
sdo1 growth = compounds rescuing growth of sdo1-depleted yeast, bone marrow failure model. hit rate 0.21% among 140,000. z-score at 10 µM. S. cerevisiae sdo1-depleted JHY4D growth rescue, OD600 30 h; stronger effect = higher value; pdr5 snq2 efflux-pump mutant strain. AID 817;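 active = z-score above 3 at both the 24 hr and the 30 hr optical density reads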;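 note: z-score against mean and SD of all compound wells on the same plate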
Insulin prom inh = TRM-6 insulin promoter activity inhibition | TRM-6 cells (human fetal islet line), insulin promoter-eGFP reporter, imaging; reporter expression induced with tamoxifen | inhibition, % at 2 µM | hit rate 0.9% among 130,000;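 active = inhibition above the mean plus 3 SD, with well images judged a real hit on visual review, cut at about 60% in these data, passing the limit was not always enough; inconclusive = inhibition over the cutoff but images rejected on review; inactive = inhibition not above the cutoff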
sdo1 growth Rescue 24 h = second read-out of sdo1 growth, no call of its own (marks repeat the call); z-score; S. cerevisiae sdo1-depleted JHY4D growth rescue, OD600; measured here: growth rescue at 24 h;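 0 is the plate mean of compound wells and units are plate SD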
Numbers without * were called inactive.

Results for CC1=CCC2C(=O)N(c3cc(C)on3)C(=O)C2C1 (configuration not stated) ?
sdo1 growth: -0.09; Insulin prom inh: -42.9; sdo1 growth Rescue 24 h: 0.51

Results for CCn1nnnc1SCC(=O)Nc1cccc(NC(C)=O)c1 ?
sdo1 growth: 0.77; Insulin prom inh: -29.4; sdo1 growth Rescue 24 h: 0.54

Results for Cc1nn(-c2ccccc2)c2c1C(c1ccc([N+](=O)[O-])cc1)N1C(=N2)C(=O)Nc2ccccc21 (configuration not stated) ?
sdo1 growth: 0; sdo1 growth Rescue 24 h: -0.92

Results for CCOC(=O)c1sc(NC(C)=O)nc1-c1ccccc1 ?
sdo1 growth: -0.1; Insulin prom inh: 15.8; sdo1 growth Rescue 24 h: -0.72

Results for CC(CCc1ccccc1)NC(=O)CSc1nccc(=O)[nH]1 (configuration not stated) ?
sdo1 growth: 0.09; Insulin prom inh: 12.9; sdo1 growth Rescue 24 h: -0.21

What do the screens show for `COc1cccc(C2C(C(N)=O)=C(C)Nc3nc(-c4ccccc4Cl)nn32)c1` (configuration not stated)?
sdo1 growth: 2.22; sdo1 growth Rescue 24 h: 2.65

What do the screens show for `COC(=O)c1[nH]c2ccc(C)cc2c1NC(=O)CN1CCN(c2ccc(F)cc2)CC1`?
sdo1 growth: -0.64; sdo1 growth Rescue 24 h: -0.14

Results for CCCCCOc1ccc(NC(=O)c2cc(SC)ccc2Cl)cc1 ?
sdo1 growth: -0.34; Insulin prom inh: -80.0; sdo1 growth Rescue 24 h: 0.88

What do the screens show for `Cc1ccc(CS(=O)(=O)CCC(=O)N2CCOCC2)cc1`?
sdo1 growth: 1.54; Insulin prom inh: -21.9; sdo1 growth Rescue 24 h: 1.94

What do the screens show for `COc1cccc(NC(=O)c2nn(C)cc2Br)c1`?
Insulin prom inh: 43.8

How did COc1ccccc1/C=C/C=N/N1CCN(Cc2cccc3ccccc23)CC1 do in these assays?
sdo1 growth: -1.2; sdo1 growth Rescue 24 h: -1.1

Results for Cc1ccc(S(=O)(=O)c2cn(CC(=O)Nc3ccccc3)c3ccc(F)cc3c2=O)cc1 ?
sdo1 growth: 0.32; Insulin prom inh: 10.0; sdo1 growth Rescue 24 h: 0.48

Results for COC(=O)c1ccc2c(=O)n(CCCCCC(=O)NCc3ccccn3)c(=O)[nH]c2c1 ?
sdo1 growth: 0.75; sdo1 growth Rescue 24 h: -0.1

How did CCOC(=O)/C(C#N)=C/c1ccc(OCC(=O)Nc2ccccc2)c(OC)c1 do in these assays?
sdo1 growth: 0.13; sdo1 growth Rescue 24 h: -0.72

How did Cc1ccc(S(=O)(=O)Cn2nnnc2CN2CCN(C(=O)c3ccco3)CC2)cc1 do in these assays?
sdo1 growth: 1.35; sdo1 growth Rescue 24 h: 1.35

How did Cc1cccc(-c2c3c(=O)n(C)c(=O)n(C)c3cn2CCO)c1 do in these assays?
sdo1 growth: -0.31; sdo1 growth Rescue 24 h: -0.68

What do the screens show for `C/C(=N\NC(=O)c1ccc(Cn2cc([N+](=O)[O-])cn2)o1)c1cccc(NC(=O)c2cccnc2)c1`?
sdo1 growth: 1.44; Insulin prom inh: 0.0; sdo1 growth Rescue 24 h: 0.98

How did Cc1cc(-n2c(C)cc(C(=O)CSc3ncnc4ccccc34)c2C)no1 do in these assays?
sdo1 growth: -0.68; sdo1 growth Rescue 24 h: -0.15

What do the screens show for `Cc1cc(C(C)(C)C)c(O)c(C(C)(C)C)c1`?
Insulin prom inh: 26.7

How did CCOC(=O)Nc1ccc2c(c1)N(C(=O)N1CCN(C)CC1)c1ccccc1S2 do in these assays?
sdo1 growth: -1.59; sdo1 growth Rescue 24 h: -2

How did CCN(CCCNC(=O)C1CCCN(S(=O)(=O)c2cnc[nH]2)C1)c1ccccc1 (configuration not stated) do in these assays?
sdo1 growth: 0.53; sdo1 growth Rescue 24 h: -0.11

Results for Cc1cc(C=O)c(C)n1-c1cccc(C(=O)O)c1 ?
Insulin prom inh: 0.0

Results for O=S(=O)(/N=C(/Nc1ccccn1)c1ccccc1)c1ccc(Cl)cc1 ?
sdo1 growth: 5.14*; Insulin prom inh: 20.8; sdo1 growth Rescue 24 h: 4.98*

How did CCCCCCC(c1c(C)n(C)n(-c2ccccc2)c1=O)c1c(C)n(C)n(-c2ccccc2)c1=O do in these assays?
sdo1 growth: -0.22; Insulin prom inh: -18.9; sdo1 growth Rescue 24 h: 0.15

Results for COC(=O)CSc1nnc(CNC(=O)c2ccccc2OC)n1-c1ccc(OC)cc1 ?
sdo1 growth: 1.2; sdo1 growth Rescue 24 h: 1.2

How did CCc1nnc(NC(=O)c2cc(-c3ccco3)nc3ccccc23)s1 do in these assays?
Insulin prom inh: 0.0

How did COc1ccc2oc(=O)c(C(=O)N3CCN(c4ccccc4F)CC3)cc2c1 do in these assays?
sdo1 growth: 0.61; Insulin prom inh: 3.2; sdo1 growth Rescue 24 h: -0.12

Results for Fc1ccc(/C=N/Nc2nc3ccccc3[nH]2)cc1F ?
Insulin prom inh: 41.2

How did Cc1cc(=O)oc2n[nH]c(-c3ccccc3)c12 do in these assays?
sdo1 growth: 0.22; Insulin prom inh: -21.4; sdo1 growth Rescue 24 h: -0.62

How did COc1ccc(C(=O)OCc2csc(C)n2)c(O)c1 do in these assays?
Insulin prom inh: -28.6

What do the screens show for `CCOC(=O)N1CCN(C(=O)C(CC(C)C)NC(=O)C2CCCCC2)CC1` (configuration not stated)?
sdo1 growth: 0.45; Insulin prom inh: 25.0; sdo1 growth Rescue 24 h: -0.08

How did COc1ccc(C(=O)Oc2ccc3oc(=O)sc3c2)cc1 do in these assays?
sdo1 growth: -1.87; Insulin prom inh: 14.3; sdo1 growth Rescue 24 h: -1.46

What do the screens show for `C/C(=C1/SC(N2CC(C)OC(C)C2)=NC1=O)c1ccccc1` (configuration not stated)?
sdo1 growth: 0.47; Insulin prom inh: -54.0; sdo1 growth Rescue 24 h: 0.24

What do the screens show for `O=C(O)c1cc2c(ccc3ccccc32)o1`?
sdo1 growth: 0.16; sdo1 growth Rescue 24 h: -0.18

How did Cc1cccc(C)c1OC(=O)CSc1nnc(-c2ccccc2)o1 do in these assays?
sdo1 growth: -0.97; Insulin prom inh: -486.7; sdo1 growth Rescue 24 h: 0.23

Results for COc1cnc(-c2ccccn2)nc1Sc1ccccc1Cl ?
sdo1 growth: -0.83; sdo1 growth Rescue 24 h: 0.52

What do the screens show for `CCOC(=O)c1c(NC(=O)C[n+]2ccc(Cc3ccccc3)cc2)sc(C)c1C`?
Insulin prom inh: -38.1

How did CCOC(=O)C1(Cc2ccc(Cl)cc2)CCN(CCCn2cccn2)CC1 do in these assays?
Insulin prom inh: -43.8

What do the screens show for `Cc1csc(SC(C)C(=O)NCC2CCCCC2)n1` (configuration not stated)?
Insulin prom inh: 27.8

What do the screens show for `O=C(NCCN1CCN(c2cccc(Cl)c2)CC1)c1ccc(CSc2nc3ccncc3[nH]2)cc1`?
Insulin prom inh: -33.3

What do the screens show for `COC(=O)CN(c1ccc(C)c(Cl)c1)S(C)(=O)=O`?
sdo1 growth: 1.57; Insulin prom inh: 27.3; sdo1 growth Rescue 24 h: 0.89

Results for CC(C)(C)C1CCc2onc(C(=O)Nc3ccc(F)cc3F)c2C1 (configuration not stated) ?
sdo1 growth: -0.04; sdo1 growth Rescue 24 h: 0.93

How did CCCOc1ccc(C(CC(=O)O)NC(=O)C23CC4CC(CC(C4)C2)C3)cc1 (configuration not stated) do in these assays?
sdo1 growth: 1.06; Insulin prom inh: -57.1; sdo1 growth Rescue 24 h: 0.87

How did Cc1ccc2c(c1)Sc1ccccc1CC2=O do in these assays?
sdo1 growth: -0.79; Insulin prom inh: 19.4; sdo1 growth Rescue 24 h: -0.87

Results for CCc1nnc(NC(=O)[C@@H](NC(=O)c2cccc(S(=O)(=O)N3CCOCC3)c2)C(C)C)s1 ?
sdo1 growth: 0.44; Insulin prom inh: 21.1; sdo1 growth Rescue 24 h: 0.6

What do the screens show for `COc1ccc(OC)c(NS(=O)(=O)c2cccs2)c1`?
sdo1 growth: -0.54; Insulin prom inh: 22.8; sdo1 growth Rescue 24 h: -0.07

Results for CCOc1ccc(-c2nnn(CC(=O)N3CCCC3)n2)cc1OCC ?
sdo1 growth: 0.21; Insulin prom inh: inconclusive; sdo1 growth Rescue 24 h: -0.41

Results for CCNc1nc(N)nc(Oc2ccc(OCc3ccccc3)nn2)n1 ?
sdo1 growth: 0.15; Insulin prom inh: 45.7; sdo1 growth Rescue 24 h: 1.07

How did CCCCCc1nc(N)c(C#N)c(-c2ccco2)c1CCCC do in these assays?
sdo1 growth: 0.1; Insulin prom inh: 58.3; sdo1 growth Rescue 24 h: 0.04

What do the screens show for `COC(=O)Cn1cnc2sc(C)c(S(=O)(=O)N3CCN(c4ccccc4OC)CC3)c2c1=O`?
sdo1 growth: -0.08; sdo1 growth Rescue 24 h: -0.16

What do the screens show for `CCc1ccccc1NC(=O)CN(C)C(=O)COc1ccc(C)nc1[N+](=O)[O-]`?
sdo1 growth: -0.39; Insulin prom inh: 18.5; sdo1 growth Rescue 24 h: -0.24

How did Cc1cc([N+](=O)[O-])ccc1N(C)C do in these assays?
sdo1 growth: 0.96; Insulin prom inh: 17.2; sdo1 growth Rescue 24 h: 0.18

Results for CN(c1ccc(C(=O)N2CCN(Cc3ccc4c(c3)OCO4)CC2)cc1)S(=O)(=O)c1ccccc1 ?
sdo1 growth: -1.05; Insulin prom inh: 46.7; sdo1 growth Rescue 24 h: -0.77

Results for CCN1C(=O)c2cccc3c(S(=O)(=O)N(C(=O)c4cccnc4)c4ccc(OC)cc4)ccc1c23 ?
sdo1 growth: -1.03; Insulin prom inh: -10.0; sdo1 growth Rescue 24 h: 1.06

How did O=C(NC1CCCCC1)NC12CC3CC(CC(C3)C1)C2 do in these assays?
Insulin prom inh: -50.0

What do the screens show for `COCCN(C(=S)Nc1ccccc1OC)C1CCN(C(C)C)CC1`?
Insulin prom inh: -36.4

Results for COc1ccc(/C=N/NC(=O)CN(CCc2ccccc2)S(=O)(=O)c2ccc(NC(C)=O)cc2)cc1OC ?
sdo1 growth: -0.5; Insulin prom inh: 0.0; sdo1 growth Rescue 24 h: -0.67

What do the screens show for `COc1ccccc1-c1nnn(CC#N)n1`?
sdo1 growth: 1.22; Insulin prom inh: 8.3; sdo1 growth Rescue 24 h: 0.9

How did C/C(=N\OCC(=O)NC12CC3CC(CC(C3)C1)C2)c1cc2ccccc2o1 do in these assays?
sdo1 growth: -1.68; sdo1 growth Rescue 24 h: -1.57

How did COc1ccc(Nc2ccc(S(=O)(=O)N3CCCCC3)cc2[N+](=O)[O-])cc1OC do in these assays?
sdo1 growth: -1.87; Insulin prom inh: 6.2; sdo1 growth Rescue 24 h: -0.98

By substructure, those above with a Cl atom.
What do the screens show for `COc1cccc(C2C(C(N)=O)=C(C)Nc3nc(-c4ccccc4Cl)nn32)c1` (configuration not stated)?
sdo1 growth: 2.22; sdo1 growth Rescue 24 h: 2.65

Results for CCCCCOc1ccc(NC(=O)c2cc(SC)ccc2Cl)cc1 ?
sdo1 growth: -0.34; Insulin prom inh: -80.0; sdo1 growth Rescue 24 h: 0.88

Results for O=S(=O)(/N=C(/Nc1ccccn1)c1ccccc1)c1ccc(Cl)cc1 ?
sdo1 growth: 5.14*; Insulin prom inh: 20.8; sdo1 growth Rescue 24 h: 4.98*

Results for COc1cnc(-c2ccccn2)nc1Sc1ccccc1Cl ?
sdo1 growth: -0.83; sdo1 growth Rescue 24 h: 0.52

How did CCOC(=O)C1(Cc2ccc(Cl)cc2)CCN(CCCn2cccn2)CC1 do in these assays?
Insulin prom inh: -43.8

What do the screens show for `O=C(NCCN1CCN(c2cccc(Cl)c2)CC1)c1ccc(CSc2nc3ccncc3[nH]2)cc1`?
Insulin prom inh: -33.3

What do the screens show for `COC(=O)CN(c1ccc(C)c(Cl)c1)S(C)(=O)=O`?
sdo1 growth: 1.57; Insulin prom inh: 27.3; sdo1 growth Rescue 24 h: 0.89

Retrieved by structure from the list above (two):
Results for CN(c1ccc(C(=O)N2CCN(Cc3ccc4c(c3)OCO4)CC2)cc1)S(=O)(=O)c1ccccc1 ?
sdo1 growth: -1.05; Insulin prom inh: 46.7; sdo1 growth Rescue 24 h: -0.77

What do the screens show for `CCc1ccccc1NC(=O)CN(C)C(=O)COc1ccc(C)nc1[N+](=O)[O-]`?
sdo1 growth: -0.39; Insulin prom inh: 18.5; sdo1 growth Rescue 24 h: -0.24

Later entries
How did O=C(CCNC(=O)c1ccc(Cl)cc1)Nc1ccc(F)cc1F do in these assays?
sdo1 growth: -0.01; sdo1 growth Rescue 24 h: -0.66

How did CN1C(=O)C(CC(=O)Nc2ccc3c(c2)Cc2ccccc2-3)N(C)C1=O (configuration not stated) do in these assays?
sdo1 growth: 1.12; Insulin prom inh: -307.7; sdo1 growth Rescue 24 h: 2.23

How did CC(=O)c1noc(C)c1C(=O)Nc1nccs1 do in these assays?
sdo1 growth: 1.02; sdo1 growth Rescue 24 h: 0.39

Results for Cc1cc(=O)n(CCCO)c(O)c1C#N ?
sdo1 growth: 0.26; sdo1 growth Rescue 24 h: -0.29

What do the screens show for `O=C(NCc1ccccn1)c1ccc(Cl)s1`?
sdo1 growth: 1.8; Insulin prom inh: -160.0; sdo1 growth Rescue 24 h: 0.98

How did Cc1ccc(NC(=O)c2c(C)nn(-c3ccccc3)c2Cl)cc1 do in these assays?
sdo1 growth: -0.51; sdo1 growth Rescue 24 h: -0.86

Not all compounds are listed. The share of hits here may be higher or lower than overall.
